# Screens: PubChem BioAssay, Sanford-Burnham Center for Chemical Genomics
# EBI2 antag: EBI2 (human) antagonism; inhibition, % at 5 µM; 360,000 compounds, 0.81% hits; EBI2 beta-arrestin recruitment, luminescence, 7a,25-OHC stimulated; in the data active means inhibition above about 38%;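 further: enzyme fragment complementation signal reports receptor beta-arrestin coupling in cells; 0% = agonist plus DMSO wells and 100% = wells without agonist; some results beyond the cut were filed as inactive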
# Target sequence (P32249 whole entry, looked up, the tested form may be a part): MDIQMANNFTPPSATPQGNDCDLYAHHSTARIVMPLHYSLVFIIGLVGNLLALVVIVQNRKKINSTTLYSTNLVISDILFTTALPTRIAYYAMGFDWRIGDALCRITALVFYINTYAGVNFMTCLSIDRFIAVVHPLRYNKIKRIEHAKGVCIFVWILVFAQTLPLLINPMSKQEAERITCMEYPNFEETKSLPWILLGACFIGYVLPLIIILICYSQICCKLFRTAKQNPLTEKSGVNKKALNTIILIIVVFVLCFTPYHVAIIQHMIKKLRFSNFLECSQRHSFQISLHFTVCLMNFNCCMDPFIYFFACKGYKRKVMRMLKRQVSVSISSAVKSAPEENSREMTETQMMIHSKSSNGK
# NR3A LBD binder: modulators (binders) of human NR3A ligand-binding domain; NR3A LBD differential scanning fluorimetry, Tm shift; 0% = protein alone, 100% = glycine-bound protein; Tm shift relative to glycine control, % at 25 µM; 340,000 compounds, 2.5% hits; AID 1259313;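 active means melting temperature shift of at least 10% of the positive control shift, at one fixed dose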
# Gli-Sufu block: blocks Gli-Sufu signaling in a luciferase reporter; 340,000 compounds, 0.74% hits; inhibition, % at 5 µM; Sufu-KO-LIGHT fibroblasts, Gli luciferase reporter luminescence;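 active means inhibition above about 55%, limit read from the data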;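 further: 0% = DMSO-treated cells and 100% = wells with medium but no cells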
# CXCR6 inh: CXCR6 (human) receptor inhibition; AID 602244; CHO-K1 PathHunter CXCR6 beta-arrestin, luminescence; inhibition, % at 20 µM; 360,000 compounds, 0.36% hits; O00574; in the data active means inhibition above about 34%, passing the limit was not always enough;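 further: antagonist mode with CXCL16 agonist at 10 nM final; 0% = 10 nM CXCL16 with DMSO and 100% = unstimulated wells without agonist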
# Target sequence (O00574 whole entry, looked up): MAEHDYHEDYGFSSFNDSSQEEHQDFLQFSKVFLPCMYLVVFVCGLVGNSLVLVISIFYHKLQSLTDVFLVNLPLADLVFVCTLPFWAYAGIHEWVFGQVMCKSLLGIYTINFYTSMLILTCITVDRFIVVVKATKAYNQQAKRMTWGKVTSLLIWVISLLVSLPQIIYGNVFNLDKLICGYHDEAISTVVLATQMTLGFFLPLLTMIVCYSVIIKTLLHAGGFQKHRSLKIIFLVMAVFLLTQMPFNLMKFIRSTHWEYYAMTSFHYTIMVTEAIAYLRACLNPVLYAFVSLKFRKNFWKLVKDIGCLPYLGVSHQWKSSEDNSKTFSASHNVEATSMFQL
# A3G deaminase: inhibitors of human APOBEC3G DNA deaminase | recombinant A3G, ssDNA deamination FAM/TAMRA fluorescence | inhibition, % at 20 µM | 330,000 compounds, 0.28% hits | AID 493012;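 active means inhibition of at least 40% at 20 µM, with no more than 30% in the related APOBEC3A deaminase screen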;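 further: plate controls were DMSO wells with A3G for no effect and wells lacking A3G enzyme for full effect; some compounds called inactive have numbers as strong as hits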
# A3A deaminase: human APOBEC3A DNA deaminase inhibition; P31941; AID 493011; recombinant A3A, FAM/TAMRA ssDNA deamination fluorescence; inhibition, % at 20 µM; 330,000 compounds, 0.41% hits;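 active means at least 40% inhibition at 20 µM here, with at most 30% in a related deaminase screen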;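 further: plate controls were A3A with DMSO for no effect and wells lacking A3A enzyme for full effect; some results filed as inactive read as strong as hits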
# MPTP block: blocks calcium-induced mitochondrial swelling; isolated mouse mitochondria, Ca2+ swelling absorbance, 30 min; inhibition, % at 10 µM; 360,000 compounds, 1.4% hits;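 active means inhibition of 50% or more, scaled per plate between neutral and stimulator controls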;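 further: 0% = DMSO wells given calcium and 100% = 1 mM EGTA wells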
# CCR6 antag: CCR6 (human) receptor antagonism; CHO-K1 CCR6 PathHunter beta-arrestin, luminescence, CCL20-stimulated; 340,000 compounds, 0.49% hits; inhibition, % at 20 µM;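 active means compounds whose inhibition of the agonist-driven luminescence signal at 20 µM reaches about 50%, limit read from the data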;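 further: cells stimulated with CCL20 at 14 nM final; plate controls were DMSO with CCL20 for no effect and DMSO without agonist for full effect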
# Target sequence (P51684 whole entry, looked up): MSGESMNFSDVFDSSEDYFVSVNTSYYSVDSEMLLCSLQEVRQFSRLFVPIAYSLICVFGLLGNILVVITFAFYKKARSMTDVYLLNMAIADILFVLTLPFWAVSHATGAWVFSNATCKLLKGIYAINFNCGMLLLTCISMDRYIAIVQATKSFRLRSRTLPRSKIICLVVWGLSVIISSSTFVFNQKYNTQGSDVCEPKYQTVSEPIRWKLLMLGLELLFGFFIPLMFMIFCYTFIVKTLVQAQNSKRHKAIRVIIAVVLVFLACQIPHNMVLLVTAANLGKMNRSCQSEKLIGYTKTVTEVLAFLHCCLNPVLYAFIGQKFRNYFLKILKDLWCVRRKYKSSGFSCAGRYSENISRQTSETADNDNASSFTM
# * hit, by the source's call; / = not tested or not shown.
1: Cc1c(Cl)cccc1NC(=O)CC1NCCNC1=O (centres undefined)
2: CCOC(=O)C1=C(C(F)(F)F)Nc2ncnn2C1c1ccc(OC)c(OC)c1OC (centres undefined)
3: COc1ccc(-c2nnc(N(C)C(=O)C3CCOC3)s2)cc1 (centres undefined)
4: COc1ccc(N2CCN(C(c3nnnn3CCc3ccccc3)C(C)C)CC2)cc1 (centres undefined)
5: Cc1ccc(S(=O)(=O)N2CCCCC2C(=O)N2CCN(C)CC2)cc1 (centres undefined)
6: Cc1ccc(CSc2nnc(Cn3c(=O)sc4ccccc43)n2C)cc1
7: Cc1cc(OCC(=O)OCC(=O)NC2CCCCC2C)ccc1Cl (centres undefined)
8: O=C(CSc1nc2c(c(=O)n1-c1ccc(Cl)cc1)SCC2)N1CCOCC1

entry no.	1	2	3	4	5	6	7	8
EBI2 antag	-18	-7	-6	17	9	4	-6	-6
NR3A LBD binder	0	0	0	3	5	1	2	0
Gli-Sufu block	2	4	-46	9	-4	-3	-3	19
CXCR6 inh	-7	0	-3	2	-6	0	-6	0
A3G deaminase	-6	1	-5	1	-5	-7	-3	-10
A3A deaminase	-5	3	-6	5	-7	-1	1	-6
MPTP block	-1.1	-0.7	-2.6	-1.5	-1.0	-1.6	0.8	0.2
CCR6 antag	-18	-7	4	3	-9	9	2	9

9: COc1cccc(CNC(=O)CN(c2ccc(C(C)C)cc2)S(=O)(=O)c2c(C)noc2C)c1
10: O=C(Cc1ccccc1)Nc1c(C(=O)N2CCCCCC2)cnn1-c1ccccc1
11: CC(C)N(CC#CCC1(O)c2ccccc2-c2ccccc21)CCO
12: Cc1ccc2c(c1)N(CC(=O)N(Cc1ccc3c(c1)OCO3)CC1CCCO1)C(=O)C(C)O2 (centres undefined)
13: CCn1c(=O)[nH]c2cc(C(=O)Nc3cc(C)cc(C)c3)ccc2c1=O
14: CCC1CCC(c2nnc(-c3ccc(Br)cc3)o2)CC1 (centres undefined)
15: COc1ccc(Cl)cc1NC(=O)CSc1nnc(CNC(=O)c2cccs2)o1
16: CC(C(=O)NC1CCCCC1)N1C(=O)c2cccc3cccc1c23 (centres undefined)

entry no.	9	10	11	12	13	14	15	16
EBI2 antag	10	-10	-9	-17	-2	50*	-3	-3
NR3A LBD binder	0	1	7	-1	-5	1	-15	-1
Gli-Sufu block	0	-3	43	4	15	-17	5	5
CXCR6 inh	5	-8	-2	-2	8	-4	6	-5
A3G deaminase	-9	-9	-5	-4	-2	-9	-9	-6
A3A deaminase	-9	-3	0	4	-1	-4	-4	3
MPTP block	-0.5	-1.2	0.5	-2.9	1.6	0.0	0.5	-1.0
CCR6 antag	4	-8	4	1	14	11	9	11

17: O=Nc1c2ccc[nH]c-2c2ccc([N+](=O)[O-])cc12
18: O=C(Nc1nnc(C2=COCCO2)o1)C1CCCCC1
19: CC(=O)Nc1sc(C)c(C)c1C(=O)Nc1ccc(C)cc1
20: CCCOC(=O)C1[C@H]2C(=O)N(CCCOC)C[C@]23C=C[C@H]1O3 (some centres undefined)
21: COc1cccc(-c2nnc3sc(C4CCCCC4)nn23)c1
22: COc1ccc(N2C(=S)N(C(=O)c3ccccc3)C(=Nc3ccccc3)C2=Nc2ccccc2)cc1
23: CCOC(=O)c1sc2nc3c(cc2c1N)COC(C)(CC)C3 (centres undefined)
24: Cc1cccc(NC(=O)CCS(=O)(=O)c2ccc3c(c2)NC(=O)CS3)n1

entry no.	17	18	19	20	21	22	23	24
EBI2 antag	3	2	2	2	2	14	15	-11
NR3A LBD binder	-1	0	2	0	-2	1	1	-1
Gli-Sufu block	-5	0	3	-6	-35	-118	-151	-3
CXCR6 inh	-10	-1	-3	26	1	8	-3	3
A3G deaminase	-5	2	-5	-4	1	-7	-3	-4
A3A deaminase	-1	5	-2	-2	1	-2	0	-3
MPTP block	0.4	0.5	-0.8	0.1	13	0.8	2.2	-0.5
CCR6 antag	3	2	3	0	18	8	-8	-8

25: O=C(C1=C[C@@H](C2CCCCC2)C[C@@H](OCc2ccc(CO)cc2)O1)N1CCN(Cc2ccc3c(c2)OCO3)CC1
26: O=C(c1ccco1)N1N=C(C2CCCCC2)CC1(O)C(F)(F)F (centres undefined)
27: CCCCn1c(N)c(N(CCOC)C(=O)C2CCN(S(=O)(=O)c3ccc(Cl)cc3)CC2)c(=O)[nH]c1=O
28: COc1ccc(S(=O)(=O)n2c([N+](=O)[O-])cnc2C)c(C)c1C
29: O=C(Cn1c(=O)[nH]c2ccccc2c1=O)N1CCN(c2cccc(Cl)c2)CC1
30: COc1ccc(OCC(O)CNC(=O)/C=C/c2cccc([N+](=O)[O-])c2)cc1 (centres undefined)
31: COc1ccc(OC)c(NC(=O)CS(=O)(=O)c2cn(CC(=O)N3CCOCC3)c3ccccc23)c1
32: CCN(CC)S(=O)(=O)c1ccc(Cl)c(C(=O)Nc2cccnc2)c1

entry no.	25	26	27	28	29	30	31	32
EBI2 antag	35	-17	-5	0	5	15	3	6
NR3A LBD binder	-5	-2	7	-1	-1	3	1	0
Gli-Sufu block	-20	-6	-2	3	-2	8	4	24
CXCR6 inh	7	0	-10	3	-5	-7	-1	4
A3G deaminase	-7	-1	-2	2	-12	-6	5	-5
A3A deaminase	-3	0	4	1	-1	0	0	2
MPTP block	-1.3	0.3	0.3	-0.1	-0.6	0.5	-1.4	0.9
CCR6 antag	10	6	9	-15	-1	11	4	7

# 3 structures from above, arranged by molar mass, lowest first.
28: COc1ccc(S(=O)(=O)n2c([N+](=O)[O-])cnc2C)c(C)c1C
32: CCN(CC)S(=O)(=O)c1ccc(Cl)c(C(=O)Nc2cccnc2)c1
29: O=C(Cn1c(=O)[nH]c2ccccc2c1=O)N1CCN(c2cccc(Cl)c2)CC1

entry no.	28	32	29
EBI2 antag	0	6	5
NR3A LBD binder	-1	0	-1
Gli-Sufu block	3	24	-2
CXCR6 inh	3	4	-5
A3G deaminase	2	-5	-12
A3A deaminase	1	2	-1
MPTP block	-0.1	0.9	-0.6
CCR6 antag	-15	7	-1

# Entries of single compounds, quoted from the list.
# Listed for O=C(C1=C[C@@H](C2CCCCC2)C[C@@H](OCc2ccc(CO)cc2)O1)N1CCN(Cc2ccc3c(c2)OCO3)CC1 : EBI2 antag = 35; NR3A LBD binder = -5; Gli-Sufu block = -20; CXCR6 inh = 7; A3G deaminase = -7; A3A deaminase = -3; MPTP block = -1.3; CCR6 antag = 10
# Listed for COc1ccc(OCC(O)CNC(=O)/C=C/c2cccc([N+](=O)[O-])c2)cc1 (centres undefined) : EBI2 antag = 15; NR3A LBD binder = 3; Gli-Sufu block = 8; CXCR6 inh = -7; A3G deaminase = -6; A3A deaminase = 0; MPTP block = 0.5; CCR6 antag = 11

# Continued.
33: O=C(Nc1ccc(S(=O)(=O)N2CCc3ccccc32)cc1)c1ccc2c(c1)OCO2
34: COc1ccccc1OCC(=O)NCCSCc1ccc(Cl)cc1
35: CCOCCn1c(N2CCN(c3ccccc3)CC2)nc2c1c(=O)[nH]c(=O)n2C
36: Cc1nonc1NC(=O)N1CCCC1
37: CC1Cn2c(nnc2-c2cccc(N)c2)S1 (centres undefined)
38: NC(=O)Cn1nnc(-c2ccc(C(F)(F)F)cc2)n1
39: C[C@]12C=CC(=O)C=C1CC[C@@H]1C2=CC[C@]2(C)[C@@H](C(=O)CN3CCN(c4cc(N5CCCC5)nc(N5CCCC5)n4)CC3)CC[C@@H]12
40: COc1ccc(N2CCN(C(=O)CSc3nnc(-c4cc5ccccc5cc4O)n3C)CC2)cc1

entry no.	33	34	35	36	37	38	39	40
EBI2 antag	14	16	-10	-8	-7	3	-2	-14
NR3A LBD binder	1	-1	0	-1	-1	0	-4	0
Gli-Sufu block	-8	-7	-3	-2	12	0	8	12
CXCR6 inh	8	-4	1	-1	-4	-4	5	-3
A3G deaminase	-8	-3	-6	-2	-7	-9	-1	-5
A3A deaminase	-1	-1	-6	4	-2	-1	2	-5
MPTP block	1.8	-0.9	-0.1	1.0	-3.0	1.7	2.0	17
CCR6 antag	-7	4	8	2	-4	1	18	2

41: CN1CCN(c2cc3c(cc2F)c(=O)c(C(=O)O)cn3CCF)CC1
42: O=C(COC(=O)c1cnccn1)NCc1ccc(Cl)cc1
43: COc1cccc(CNC(=O)C2CC(=O)N(c3ccc4c(c3)OCCO4)C2)c1 (centres undefined)
44: COc1ccc(NC(=O)CN(C)C(=O)c2cn(-c3ccccc3)nc2-c2ccc(Cl)cc2)cc1
45: COc1cc(C(c2nnnn2C2CCCC2)N2CCN(C)CC2)cc(OC)c1OC (centres undefined)
46: CCN1C(=O)[C@H]2[C@@H](c3ccc(-c4ccc(Cl)c(Cl)c4)cc3)N3CCCC[C@@]3(C(=O)OC)[C@H]2C1=O
47: CCc1c(O)nc(SCC(=O)Nc2ccc(OC)cc2)n(C2CCCCC2)c1=O
48: CC1CCCCC1NC(=O)/C=C/c1nc2ccccc2s1 (centres undefined)

entry no.	41	42	43	44	45	46	47	48
EBI2 antag	-8	-1	0	-16	-6	8	-1	26
NR3A LBD binder	4	-1	1	27*	-2	-6	-1	2
Gli-Sufu block	-12	-7	-5	-1	4	-1	-3	-16
CXCR6 inh	-9	-2	-1	-12	-2	5	6	0
A3G deaminase	0	0	-13	-5	-7	-8	-1	5
A3A deaminase	4	1	-3	6	-2	1	-1	2
MPTP block	-0.1	-3.3	-1.6	0.9	0.3	-1.9	4.3	-3.5
CCR6 antag	13	6	0	7	11	-8	4	10

49: Cn1c(Cc2ccccc2)nnc1SCC(=O)Nc1ccccc1
50: COc1ccc2nc(N(Cc3ccccc3)C(=O)CCNC(C)=O)sc2c1
51: Cc1cc(C)nc(SCC(=O)OC(C)C(=O)Nc2ccccc2)n1 (centres undefined)
52: O=C(CCCN1C(=O)NC2(CCCC2)C1=O)Nc1ccc(F)cc1
53: CCOC(=O)c1ccc(NC(=O)COc2ccc(S(=O)(=O)NC(C)CC)cc2)cc1 (centres undefined)
54: Cc1ccccc1OCC(=O)NCC(C)(C)N1CCOCC1
55: Cc1ccccc1-n1ccnc1SCC(=O)O
56: COc1cccc(/C=N/n2c(SC)nnc2-c2ccccc2)c1OC

entry no.	49	50	51	52	53	54	55	56
EBI2 antag	-3	3	-9	7	4	12	3	-38
NR3A LBD binder	-1	2	2	-1	-1	-1	-2	-4
Gli-Sufu block	3	-1	-3	20	6	-2	0	-6
CXCR6 inh	-5	-2	1	-2	-9	2	-10	4
A3G deaminase	-8	0	-11	-2	-9	-3	-4	-3
A3A deaminase	-1	-3	-3	-1	-3	2	5	-3
MPTP block	-1.5	-1.8	0.1	-0.7	13	0.0	-4.1	-17
CCR6 antag	-2	12	-3	-6	10	-1	2	21

57: CCOc1cccc(-c2c(C(=O)N/N=C(\C)c3ccccn3)nnn2-c2nonc2N)c1
58: Nc1ccc2nc3n(c(=O)c2c1)CCC3
59: Cc1ccc(C(=O)Nc2ccc(C)c(S(=O)(=O)N(C)C)c2)s1
60: Cc1cc(C(=O)OCC(=O)Nc2cccc(S(=O)(=O)N(C)C)c2)c2ccccc2n1
61: CCOc1ccc(OCC)c(S(=O)(=O)NCc2ccccn2)c1
62: O=C(CSc1nnc(NC(=O)c2cccc(Br)c2)s1)NCC1CCCO1 (centres undefined)
63: O=S(=O)(c1ccc(Cl)c(S(=O)(=O)N2CCCC2)c1)N1CCCC1
64: Cc1ccccc1NC(=O)c1cccc(S(=O)(=O)N2CCCCC2)c1

entry no.	57	58	59	60	61	62	63	64
EBI2 antag	16	-13	-5	1	-7	-4	3	12
NR3A LBD binder	31*	2	-2	-6	0	2	0	-3
Gli-Sufu block	75*	4	-69	8	-7	-11	-4	3
CXCR6 inh	4	-5	-21	7	-3	-8	-7	0
A3G deaminase	/	5	-1	-5	1	4	-16	-6
A3A deaminase	/	3	5	3	0	0	-2	2
MPTP block	-0.5	-1.2	0.2	-0.5	-0.4	-1.6	9.9	-0.7
CCR6 antag	22	-7	7	-11	-2	7	5	14
